Screening data (PubChem BioAssay)
SV40 large T antigen = TAg ATPase/helicase activity blockers – biochemical (AID 1903) | SV40 large T antigen ATPase/helicase inhibition assay; higher % means a stronger effect | one-dose inhibition, % at 20 µM; IC50 in µM for titrated hits | 0.39% of 310,000 active; in the data active = a potency from the dose series; note: strong numbers were not always called active
LYP phosphatase = PTPN22 lymphoid phosphatase activity blockers – biochemical, fluorescence intensity, uHTS (AID 1779); recombinant LYP phosphatase, fluorescence intensity; higher % means a stronger effect; inhibition, % at 11.5 µM, or IC50 in µM where a hit was titrated; 0.054% of 290,000 active; in the data active = inhibition above about 50%;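 note: plate controls were vehicle with enzyme for no effect and no enzyme for full effect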
MgcRacGAP inhibition = MgcRacGAP GTPase-activating activity inhibitors, confirmation, biochemical, ADP Hunter fluorescence. AID 624330. MgcRacGAP-stimulated Rac1 GTP hydrolysis, ADP Hunter fluorescence; higher % means a stronger effect; GST-tagged Rac1 F28L mutant substrate. 0.6% of 340,000 active. one-dose inhibition, % at 30 µM; IC50 in µM for titrated hits;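 active = first-screen hits whose inhibition reached a set limit at any dose in the follow-up dose series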;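 note: fluorescence reports GDP produced by GAP-driven GTP hydrolysis; strong numbers were not always called active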
Dengue-2 NS5 capping = flavivirus cap methylation enzyme inhibition – biochemical, confirmation dose response, primary screen (AID 588689) | Dengue-2 NS5 methyltransferase capping enzyme assay, biochemical; higher % means a stronger effect | inhibition, % at 25 µM; hits with a dose series show IC50 in µM | 0.3% of 340,000 active; in the data active = a potency from the dose series
PhoP inhibition = PhoP-dependent GFP reporter repression – Salmonella Typhimurium, primary screen (AID 1863) | S. Typhimurium PhoP-regulated promoter GFP reporter, 4 h; higher % means a stronger effect | inhibition, % at 50 µM; hits with a dose series show IC50 in µM | 0.16% of 300,000 active;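 active = inhibition over 29.93%, a cutoff 3 SD above the screen mean, later confirmed by dose response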;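 note: 0% = low Mg2+ inducing control and 100% = high Mg2+ repressing control; strong numbers were not always called active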
West Nile virus CPE = West Nile virus antiviral activity, cell-based, CPE readout (AID 1621) | West Nile virus-infected cells, CPE inhibition; higher % means a stronger effect | CPE inhibition, % at 10 µM; hits with a dose series show IC50 in µM | 0.02% of 290,000 active; in the data active = a potency from the dose series; note: strong numbers were not always called active
CSM14.1 death rescue = protection against thapsigargin-triggered cell killing – 384-well, CSM14.1, ATP luminescence, primary screen (AID 1222); CSM14.1 thapsigargin-induced death rescue, ATP luminescence; higher % means a stronger effect; one-dose cellular ATP content (survival), % at 20 µM; EC50 in µM for titrated hits; 190,000 tested, under 10 active;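 active = EC50 below 50 µM in the dose-response confirmation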;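 note: death triggered by thapsigargin at about 15 µM added after 2 h compound pretreatment; cell ATP read after overnight thapsigargin exposure of roughly 18 to 22 hours; normalized against plate controls of thapsigargin alone and 5% DMSO vehicle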
GPR35 arrestin U2OS = inhibition of zaprinast-stimulated GPR35 beta-arrestin translocation – imaging, U2OS, beta-arrestin-GFP, zaprinast agonist, primary screen (AID 2058). U2OS GPR35 beta-arrestin-GFP translocation imaging, zaprinast antagonism; higher % means a stronger effect. inhibition, % at 10 µM, or IC50 in µM where a hit was titrated. 0.052% of 290,000 active;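 active = inhibition of at least 50% with at least 30 cells and total cytoplasm GFP at most 10,000,000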
RSV antiviral HEp-2 = inhibition of RSV-induced cytopathic effect – HEp-2 cells, primary 10 µM value included (AID 2391); HEp-2 cells, RSV-induced CPE inhibition; higher % means a stronger effect; 0.13% of 310,000 active; CPE inhibition, % at 10 µM, or IC50 in µM where a hit was titrated; in the data active = a potency from the dose series; note: strong numbers were not always called active
The depositor's hits bear a star; . = no result given.

| SMILES | SV40 large T antigen | LYP phosphatase | MgcRacGAP inhibition | Dengue-2 NS5 capping | PhoP inhibition | West Nile virus CPE | CSM14.1 death rescue | GPR35 arrestin U2OS | RSV antiviral HEp-2 |
| --- | --- | --- | --- | --- | --- | --- | --- | --- | --- |
| COC(=O)[C@H]1[C@H]2C[C@@H]3c4[nH]c5cc(OC)ccc5c4CCN3C[C@H]2C[C@@H](OC(=O)/C=C/c2cc(OC)c(OC)c(OC)c2)[C@@H]1OC | 13% | . | 8% | 4% | 6% | . | . | . | -3.4% |
| Cc1ccccc1Nc1nc(N)nc(COC(=O)c2ccc(O)cc2)n1 | 3% | -1% | 5% | -2% | 6% | 1.8% | 3.3% | -4% | 2.1% |
| O=c1[nH]c2ccc(Cl)cc2c(-c2ccccc2)c1SC(=S)N1CCOCC1 | 20% | -1% | 22% | 2% | 0% | -0.1% | 10% | -10% | 10% |
| Cc1c(C)c2ccc(OCC(=O)N3CC[C@@]4(O)CCCC[C@H]4C3)c(C)c2oc1=O | . | -2% | -2% | -2% | . | 0.0% | . | 4% | 0.1% |
| COc1ccc(/C=N/NC(=O)CNC(=O)COc2ccccc2)cc1 | -5% | -5% | 5% | 1% | -3% | 0.2% | -2.7% | -6% | 0.9% |
| O=c1cc(O)nc(SCc2ccccc2Cl)[nH]1 | 21% | 0% | 5% | -3% | 29% | 0.4% | -2.9% | -1% | 1.8% |
| CCOC(=O)/C(C#N)=C\c1cc(C)n(-c2ccccc2)c1C | -3% | -1% | 2% | -6% | -6% | -0.9% | -5.9% | 9% | 1.3% |
| CCOC(=O)C1(CC2CCCCO2)CCN(Cc2nc(C(C)C)cs2)CC1 (centres undefined) | 11% | 0% | 0% | -3% | 3% | -1.6% | 4.2% | -6% | 11% |
| CCOC(=O)c1ccc(NC(=S)NC2CCCC2)cc1 | 32% | -4% | 7% | -2% | -9% | 0.2% | 6.5% | 2% | 16% |
| COc1ccc(CC(=O)OCN2C(=O)c3ccccc3C2=O)cc1OC | 21% | -8% | 5% | 3% | -9% | -0.1% | . | 1% | 1.4% |
| O=C(NC1CCCc2ccccc21)c1ccccc1OC(F)F (centres undefined) | 20% | -2% | -5% | -2% | 1% | -0.4% | . | -9% | 5.0% |
| CCN(CC)S(=O)(=O)c1cc(NC(=O)CCNC(=O)c2ccccc2Cl)ccc1C | 1% | -4% | 5% | -6% | 3% | 2.2% | -0.7% | 13% | 1.1% |

Part of the list above in another layout.
structure: COC(=O)[C@H]1[C@H]2C[C@@H]3c4[nH]c5cc(OC)ccc5c4CCN3C[C@H]2C[C@@H](OC(=O)/C=C/c2cc(OC)c(OC)c(OC)c2)[C@@H]1OC
  SV40 large T antigen = 13%; LYP phosphatase = .; MgcRacGAP inhibition = 8%; Dengue-2 NS5 capping = 4%; PhoP inhibition = 6%; West Nile virus CPE = .; CSM14.1 death rescue = .; GPR35 arrestin U2OS = .; RSV antiviral HEp-2 = -3.4%
structure: Cc1ccccc1Nc1nc(N)nc(COC(=O)c2ccc(O)cc2)n1
  SV40 large T antigen = 3%; LYP phosphatase = -1%; MgcRacGAP inhibition = 5%; Dengue-2 NS5 capping = -2%; PhoP inhibition = 6%; West Nile virus CPE = 1.8%; CSM14.1 death rescue = 3.3%; GPR35 arrestin U2OS = -4%; RSV antiviral HEp-2 = 2.1%
structure: O=c1[nH]c2ccc(Cl)cc2c(-c2ccccc2)c1SC(=S)N1CCOCC1
  SV40 large T antigen = 20%; LYP phosphatase = -1%; MgcRacGAP inhibition = 22%; Dengue-2 NS5 capping = 2%; PhoP inhibition = 0%; West Nile virus CPE = -0.1%; CSM14.1 death rescue = 10%; GPR35 arrestin U2OS = -10%; RSV antiviral HEp-2 = 10%
structure: Cc1c(C)c2ccc(OCC(=O)N3CC[C@@]4(O)CCCC[C@H]4C3)c(C)c2oc1=O
  SV40 large T antigen = .; LYP phosphatase = -2%; MgcRacGAP inhibition = -2%; Dengue-2 NS5 capping = -2%; PhoP inhibition = .; West Nile virus CPE = 0.0%; CSM14.1 death rescue = .; GPR35 arrestin U2OS = 4%; RSV antiviral HEp-2 = 0.1%

The list continues.
| SMILES | SV40 large T antigen | LYP phosphatase | MgcRacGAP inhibition | Dengue-2 NS5 capping | PhoP inhibition | West Nile virus CPE | CSM14.1 death rescue | GPR35 arrestin U2OS | RSV antiviral HEp-2 |
| --- | --- | --- | --- | --- | --- | --- | --- | --- | --- |
| C=CCNC(=O)c1sccc1Oc1ccc(F)cc1[N+](=O)[O-] | 13% | -4% | 2% | . | 1% | -0.8% | -1.1% | 3% | 0.2% |
| CC(SCc1ccccc1)C(=O)N/N=C/c1cccs1 (centres undefined) | -1% | 4% | 10% | -7% | 7% | 0.6% | 0.7% | -4% | 0.7% |
| Cc1ccc(N2C(=O)C3C(c4ccccc4)N4CCCN4C3(C)C2=O)cc1 (centres undefined) | 10% | -5% | -1% | -1% | -9% | -0.8% | -1.4% | -1% | 1.9% |
| COCCn1c(N)c(N(Cc2ccccc2)C(=O)Cc2ccccc2F)c(=O)[nH]c1=O | 5% | -4% | -6% | 0% | 3% | -0.4% | -1.8% | -12% | 1.5% |
| O=S(=O)(Cc1ccccc1)Nc1ccc(S(=O)(=O)N2CCCC2)cc1 | 13% | -6% | 0% | -9% | 5% | 0.1% | . | -2% | 0.9% |
| O=C(Nc1ccnn1C1CCN(C(=O)Cc2cccc(Cl)c2)CC1)C1CC1 | 15% | -2% | 8% | -4% | -2% | -0.4% | . | 7% | 1.7% |
| CCOC(=O)/C(C#N)=C/Nc1ccccc1OC | 4% | -1% | 7% | -4% | 3% | 0.3% | -2.4% | 15% | 4.1% |
| OCCCn1c(C2CCCN2c2nc(-c3ccc(F)cc3)cs2)nc2cc(Cl)c(N3CCCCC3)cc21 (centres undefined) | 21% | . | 1% | -2% | 1% | 0.9% | . | . | 4.5% |
| COc1ccc(Cc2noc(CN(C)C3CC(C)(C)NC(C)(C)C3)n2)cc1OC | 7% | -8% | 15% | -5% | -1% | -0.3% | 1.4% | -14% | 1.2% |
| Cc1ccc(S(=O)(=O)N2CCN(C(=O)COC(=O)c3ccccn3)CC2)c(C)c1 | 5% | . | 7% | -1% | 1% | . | . | . | 0.3% |
| Cc1ccccc1C(=O)NCCNC(=O)c1ccco1 | 3% | -10% | 0% | -4% | 5% | -0.4% | . | -11% | 0.2% |
| Cc1nnc(C)n1/N=C/c1ccccn1 | 18% | 0% | 17% | -1% | 0% | -0.3% | -0.9% | -11% | -0.9% |
| C=CC(=O)N1C/C=C\C(c2ccc(OC)cc2)N(Cc2ccc(F)cc2)C(=O)C1 (centres undefined) | . | 1% | 10% | -8% | -2% | 0.1% | . | -10% | . |
| CCCCCCCNC(=O)C1(CC2CC(c3ccc(Cl)cc3)=NO2)CCN(C(=O)C2(C)CC2)CC1 (centres undefined) | 25% | 4% | 7% | -8% | -5% | -0.8% | . | 16% | 27% |
| CCN(CC)CCN(C(=O)c1ccc(C(=O)c2ccccc2)cc1)c1nc2ccc(OC)cc2s1 | 17% | -4% | 2% | -8% | 4% | -0.1% | . | 12% | 0.7% |
| Cc1ccccc1C(=O)Oc1cccc2c(O)cccc12 | 15% | -5% | 27% | 0% | -3% | 0.0% | . | 6% | 5.7% |
